GIRK2 activator: activators of NPY4-receptor-primed GIRK2 channels, summary, cell-based, HEK293, thallium flux; 34,000 tested, under 10 active; activation (% efficacy), % for hits at 37.5 µM; G protein-activated inward rectifier potassium channel 2 (Homo sapiens), P48051; HEK293 GIRK2/NPY4 cells, thallium flux fluorescence;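 active = primary screen hit, no activity in plain HEK293 cells, and in GIRK2-only cells above 5% efficacy rising with concentration; inactive = the rest, including fluorescent compounds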;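 also: efficacy is normalized control-subtracted fluorescence 15 s after thallium addition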
Target sequence (P48051 whole entry, looked up): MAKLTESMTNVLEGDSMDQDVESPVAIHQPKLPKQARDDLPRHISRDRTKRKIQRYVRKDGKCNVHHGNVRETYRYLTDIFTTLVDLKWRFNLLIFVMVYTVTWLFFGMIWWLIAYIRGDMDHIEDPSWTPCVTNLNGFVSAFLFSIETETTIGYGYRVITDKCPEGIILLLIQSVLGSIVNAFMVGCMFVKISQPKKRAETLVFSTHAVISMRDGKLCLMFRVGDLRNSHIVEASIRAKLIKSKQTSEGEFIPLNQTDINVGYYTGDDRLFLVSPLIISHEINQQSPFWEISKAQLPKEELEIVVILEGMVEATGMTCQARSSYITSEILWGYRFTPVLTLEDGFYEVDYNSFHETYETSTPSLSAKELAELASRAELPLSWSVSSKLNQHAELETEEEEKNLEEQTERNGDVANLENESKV
Calls only; i = inactive. Not all compounds are listed; count on the stated rates, not on these rows.

| Structure | GIRK2 activator |
| --- | --- |
| Cc1ccc(Oc2cccc(NS(=O)(=O)c3ccc4cccc5c4c3CC5)c2)nn1 | i |
| O=c1ccc(-c2ccc(Cl)cc2)nn1Cc1cc(F)ccc1F | i |
| COc1cccc2c1OC(c1ccccn1)N1N=C(c3ccc4c(c3)OCO4)CC21 (stereo not given) | i |
| Cc1cc(=O)[nH]c2cc(NC(=O)C3CCN(S(C)(=O)=O)CC3)ccc12 | i |
| Cc1cc(C(=O)N(CC2CCCO2)c2nc3c(C)c(Cl)ccc3s2)on1 (stereo not given) | i |
| O=C(CCc1csc(NC(=O)c2cccs2)n1)Nc1ccc(Cl)nc1 | i |
| Cc1ccccc1-c1ccc(N2CCN(C(=O)c3ccccn3)CC2)nn1 | i |
| Cn1cnc2cc(OC(=O)COc3cccc4c3OC(C)(C)C4)ccc21 | i |
| O=S(=O)(c1ccc(OC(F)(F)F)cc1)N1CCN(CCn2cccn2)CC1 | i |
| CCOc1ccc(CC(=O)NC2CNC(=O)C2)cc1 (stereo not given) | i |
| O=C(NCC1(O)CCCC1)c1cccs1 | i |
| NC(=O)c1ccccc1NC(=O)Cc1csc(Nc2cccc(Cl)c2)n1 | i |
| O=C(Cc1cccc2ccccc12)Nc1ccc2scnc2c1 | i |
| O=C(Nc1ccc2c(c1)CN(C(=O)c1ccco1)CC2)c1ccc2nsnc2c1 | i |
| CC(NC(=O)C(=O)NCCC(O)c1cccs1)c1ccccc1 (stereo not given) | i |
| O=C(NC1CCCCC1)N(Cc1ccsc1)Cc1ccccn1 | i |
| O=C(CCCc1ccccc1)NCCn1nc(-c2ccncc2)ccc1=O | i |
| CCC(C(=O)N1CCN(Cc2nc(-c3ccco3)cs2)CC1)c1ccccc1 (stereo not given) | i |
| CCOc1ccc(-c2ccc(=O)n(CCNC(=O)Nc3ccc(C(F)(F)F)cc3)n2)cc1 | i |
| CCOc1ccc(NC(=O)CN2C(=O)c3ccccc3S2(=O)=O)cc1 | i |
| Cc1cccc(OC(C)C(=O)NCCCn2nc(-c3ccccc3)ccc2=O)c1C (stereo not given) | i |
| C=CCc1ccc(OCC(O)CN2CCN(c3ccccc3OC)CC2)c(OC)c1 (stereo not given) | i |
| CC12CC(NC(=O)N1c1cccc(C(=O)N3CCN(c4ccc(F)cc4)CC3)c1)c1ccccc1O2 (stereo not given) | i |
| COc1ccc(CC(=O)NCC(=O)N2CCOC(c3ccccc3)C2)cc1 (stereo not given) | i |
| OCCN1CCN(c2cc(-c3ccccc3)nc3c(-c4ccccc4)cnn23)CC1 | i |
| CC1CN(C(=O)COc2ccc(Cl)cc2Cl)c2ccccc2NC1=O (stereo not given) | i |
| CC(C)c1ccc(-n2nnnc2SCC(=O)NCc2ccco2)cc1 | i |
| CC1Cc2ccccc2N1C(=O)C1CCCN(c2ccc(-n3cccn3)nn2)C1 (stereo not given) | i |
| CCOC(=O)C1=C(C)N=c2s/c(=C/c3cn(CC)nc3C)c(=O)n2C1c1ccc(O)cc1 (stereo not given) | i |
| Cc1cc(C)c(S(=O)(=O)NCc2cccnc2)cc1N(C)S(C)(=O)=O | i |
| COc1ccc(NS(=O)(=O)c2ccc(Br)cc2)cc1N1CCCC1=O | i |
| O=C(Cc1cc(-c2ccc(F)cc2)on1)NCCC1=CCCCC1 | i |
| O=C(Nc1ccc2cn[nH]c2c1)c1cc(-c2ccco2)on1 | i |
| O=C(Nc1ccc(CC(=O)N2CCOCC2)cc1)C1CC1 | i |
| CC(=O)N1CCN(c2nnc(SCC(=O)Nc3cc(C)on3)s2)CC1 | i |
| CCCCNC(=O)CCCn1c(=S)[nH]c2ccc(Br)cc2c1=O | i |
| CCOc1ccc2nc(NC(=O)c3ccc(S(=O)(=O)N(C)C)o3)sc2c1 | i |
| COc1ccc(Cl)cc1NC(=O)CSc1nc(=O)n(N2CCN(C)CC2)c2c1CCC2 | i |
| Cc1ccccc1-c1cn(CC(=O)Nc2cccc(C)c2C)nc1N1CCOCC1 | i |
| COc1ccc(-c2cn(CC(=O)Nc3ccc(C)cc3)nc2N2CCOCC2)cc1 | i |

Seven entries picked at random from those above, as already listed:
| Structure | GIRK2 activator |
| --- | --- |
| COc1ccc(-c2cn(CC(=O)Nc3ccc(C)cc3)nc2N2CCOCC2)cc1 | i |
| CC1CN(C(=O)COc2ccc(Cl)cc2Cl)c2ccccc2NC1=O (stereo not given) | i |
| COc1ccc(Cl)cc1NC(=O)CSc1nc(=O)n(N2CCN(C)CC2)c2c1CCC2 | i |
| CCCCNC(=O)CCCn1c(=S)[nH]c2ccc(Br)cc2c1=O | i |
| Cc1cc(C)c(S(=O)(=O)NCc2cccnc2)cc1N(C)S(C)(=O)=O | i |
| O=C(Nc1ccc2cn[nH]c2c1)c1cc(-c2ccco2)on1 | i |
| CCOC(=O)C1=C(C)N=c2s/c(=C/c3cn(CC)nc3C)c(=O)n2C1c1ccc(O)cc1 (stereo not given) | i |

(cont.)
| Structure | GIRK2 activator |
| --- | --- |
| CC(C)(Oc1ccc(Cl)cc1)C(=O)NCCC(O)c1cccs1 (stereo not given) | i |
| O=C(Nc1ccccc1NC(=O)c1cc2ccccc2o1)c1ccsc1 | i |
| O=C(NCC1(c2cccs2)CCCC1)C(=O)Nc1cc(F)ccc1F | i |
| N#Cc1ccc(C(=O)N(CCN2CCOCC2)c2nc3c(F)cccc3s2)cc1 | i |
| O=C(CCS(=O)(=O)c1ccccc1)N(CCN1CCOCC1)c1nc2c(F)cccc2s1 | i |
| Cc1cc(N2CCCCC2)n2nc(C)c(-c3ccccc3Cl)c2n1 | i |
| Cc1cccc(NS(=O)(=O)c2ccc(C(C)(C)C)cc2)n1 | i |
| CCOC(=O)CCC(=O)NCC1CCN(S(=O)(=O)C2CC2)CC1 | i |
| Cc1nc(N2CCN(S(=O)(=O)c3ccc(-c4csc(C)n4)s3)CC2)cc(-n2ccnc2)n1 | i |
| COc1ccc(-c2nc(NC(=O)c3ccc(S(=O)(=O)N(C)C4CC4)cc3)sc2C)cc1 | i |
| CCOC(=O)c1c(NC(=O)c2ccc(-n3cnnn3)cc2)sc2c1CCC(C)C2 (stereo not given) | i |
| O=C(COc1ccc2c(c1)OCO2)N1CCN(c2ccc3nnc(C4CC4)n3n2)CC1 | i |
| CS(=O)(=O)N1CCC(CNC(=O)C(=O)Nc2cccnc2)CC1 | i |
| CC(C)N1C(=O)S/C(=C2\SC(=O)N(C(C)C)C2=O)C1=O | i |
| O=C(NCC(O)(c1ccccc1)C(F)(F)F)c1cc2ccccc2o1 (stereo not given) | i |
| CCc1ccccc1NC(=O)CCCn1nc(-c2cccc(OC)c2)ccc1=O | i |
| CCCCS(=O)(=O)NCCNc1ccc(Nc2cc(C)ccn2)nn1 | i |
| COc1ccccc1NC(=O)CC(NCC1CCCO1)C(=O)O (stereo not given) | i |
| CCc1nn2c(C)cc(C)nc2c1-c1ccccc1 | i |
| CSc1ccccc1CN1CCC(CNC(=O)c2cnc3ccccc3n2)CC1 | i |
| CCCCC1CCC(C(=O)NCc2nc(C)no2)CC1 (stereo not given) | i |
| O=C(Nc1cccs1)N(Cc1ccsc1)Cc1ccccn1 | i |
| CCn1ccc(C(=O)N(CCN2CCOCC2)c2nc3cc(C)c(C)cc3s2)n1 | i |
| CCCN1C(=O)NC2(CCN(S(=O)(=O)CCC)CC2)C1=O | i |
| COc1ccc(-c2nnc(C3CCCN(C(=O)Nc4ccccc4OC)C3)s2)cc1 (stereo not given) | i |
| CCCCn1c(N)c(S(=O)(=O)c2cccs2)c2nc3ccccc3nc21 | i |
| O=C(NCCc1ccccc1)NCC(O)Cc1ccccc1 (stereo not given) | i |
| COc1ccccc1-c1ccc(=O)n(CC(=O)NCCNC(=O)c2ccc(NC(=O)C3CC3)cc2)n1 | i |
| CC(=O)Nc1ccc(C(=O)NCCNC(=O)c2cccs2)cc1 | i |
| NCC(c1ccsc1)N1CCOCC1 (stereo not given) | i |
| Cn1c2c(c(=O)[nH]c1=O)C(c1ccc(F)cc1)NC(=O)N2 (stereo not given) | i |
| CCOc1cn(-c2ccc(F)cc2)nc1C(=O)Nc1ccc(F)c(F)c1 | i |
| Cc1nnsc1C(=O)N1CCC(CNC(=O)c2ccc3nsnc3c2)CC1 | i |
| Cc1cccc2sc(NC(=O)CCc3csc(NC(=O)c4ccco4)n3)nc12 | i |
| CS(=O)(=O)N1CCC(CNC(=O)Nc2ccc(C(F)(F)F)cc2)CC1 | i |
| NCC1CCN(c2ncccn2)CC1 | i |
| COc1ccc(CCC(=O)NCC2(O)CCOCC2)cc1 | i |
| CCc1c2c(nc3sc(C(=O)N4CCOCC4)c(N)c13)CC(C)(C)CC2=O | i |
| Cc1ccc(NC(=O)CSC2=NS(=O)(=O)c3ccccc3N2)c(Cl)c1 | i |
| COc1ccc(NC(=O)CSc2ccc(NC(=O)c3ccc(C)cc3)nn2)cc1OC | i |
| Cn1nnc2c(NCCCn3ccnc3)ncnc21 | i |
| CCOc1ccccc1NC(=O)Cn1nc(C(=O)N2CCN(C)CC2)cc1C | i |
| Cn1c(-c2cccs2)nn(CCNC(=O)C(C)(C)Oc2ccc(Cl)cc2)c1=O | i |
| O=C(c1ccc(Cn2c(=S)[nH]c3cc4c(cc3c2=O)OCO4)cc1)N1CCc2ccccc2C1 | i |
| O=C(Cn1cc(-c2ccccc2)c(N2CCOCC2)n1)Nc1ccc2c(c1)OCCO2 | i |
| COc1cc(OC)cc(C(=O)NCC(c2cccs2)N(C)C)c1 (stereo not given) | i |
| Cc1[nH]c(=O)[nH]c(=O)c1CC(=O)NC1CCCCC1 | i |
| COc1ccc(NS(=O)(=O)c2cc(C)ccc2OC)cc1N1CCCCC1=O | i |
| COc1ccccc1CNC(=O)C1CCCN(c2ccc(-n3ccnc3)nn2)C1 (stereo not given) | i |
| COc1ccccc1CCNC(=O)CCc1c(C)nn(-c2nc(C)cc(=O)[nH]2)c1C | i |
| O=C(CN1CCNCC1)C1CC1 | i |
| O=C(Nc1ccc(Cl)c(Cl)c1)N1CC(c2nc(-c3ccsc3)no2)C1 | i |
| Cc1cc(-c2nnc(NC(=O)c3ccc(Cl)cc3)o2)nn1C | i |
| COc1ccc(NC(=O)CS(=O)(=O)c2ccc(Cl)s2)c(OC)c1 | i |
| NC(=O)C1Cc2ccccc2N1C(=O)NCc1cccc2ccccc12 (stereo not given) | i |
| O=C(Cc1cc(-c2ccco2)on1)Nc1ccc(F)c(F)c1F | i |
| CCOc1ccccc1NC(=O)CSc1cc(N2CCC(C(=O)NC3CC3)CC2)ncn1 | i |
| CCn1nnc2c(=O)n(CC(=O)N3CCOCC3)cnc21 | i |
| Cc1[nH]c(=O)[nH]c(=O)c1CC(=O)NCc1nc(-c2ccccc2)no1 | i |
| NC(=O)c1ccc(NC(=O)CCCn2nc(-c3ccccc3)ccc2=O)cc1 | i |

In the list so far, these contain bromine.
| Structure | GIRK2 activator |
| --- | --- |
| COc1ccc(NS(=O)(=O)c2ccc(Br)cc2)cc1N1CCCC1=O | i |
| CCCCNC(=O)CCCn1c(=S)[nH]c2ccc(Br)cc2c1=O | i |

The list continues.
| Structure | GIRK2 activator |
| --- | --- |
| O=C(NCC1CCN(Cc2cccs2)CC1)C(=O)NC1CC1 | i |
| CCOC(=O)C1CCc2sc(NC(=O)c3nc(-c4cnccn4)no3)nc21 (stereo not given) | i |
| Cc1cc(C(=O)N(Cc2ccccn2)c2nc3ccc(Cl)cc3s2)on1 | i |
| COc1ccc(-c2ccc(=O)n(CCCC(=O)Nc3cc(C)ccc3C)n2)cc1OC | i |
| CN(C)S(=O)(=O)c1ccc(C(=O)Nc2ccc3c(c2)N(C(=O)c2ccco2)CC3)cc1 | i |
| CCOc1ccccc1NC(=O)CCc1csc(NS(=O)(=O)c2ccc(F)cc2)n1 | i |
| COc1cc(NC(=O)CSc2ccc(NC(=O)c3ccco3)nn2)cc(OC)c1 | i |
| CC(C(=O)NCc1ccc(F)cc1F)n1nnc2ccccc2c1=O (stereo not given) | i |
| Cc1cc(OCC(O)CN2CCN(C)CC2)ccc1Cl (stereo not given) | i |
| COc1cccc(NC(=O)CCc2csc(NS(=O)(=O)c3ccc(C)cc3)n2)c1 | i |
| COc1ccc(CNC(=O)NCC2(O)CCCC2)cc1OC | i |
| COc1ccccc1-c1noc(C2CN(S(=O)(=O)Cc3cccc(C)c3)C2)n1 | i |
| CC(O)(CNS(=O)(=O)c1ccccc1Cl)c1ccc2c(c1)OCO2 (stereo not given) | i |
| O=C(CN1CC(c2nc(-c3ccsc3)no2)C1)Nc1ccc2c(c1)OCCO2 | i |
| Cc1cc(N2CCCCC2)nc(NCCNC(=O)Nc2ccc3c(c2)OCO3)n1 | i |
| COc1ccc(CNC(=O)NCC2CCN(C(=O)c3ccccc3F)CC2)cc1 | i |
| Cc1ccc(-n2nc3c(c2NC(=O)C(=O)NC(C)CCc2ccccc2)CSC3)c(C)c1 (stereo not given) | i |
| COc1ccccc1CNC(=O)C(=O)Nc1c2c(nn1C(C)(C)C)CSC2 | i |
| COc1cccc(NC(=O)Cn2cc(OC)c(=O)cc2CSc2nnc(C)s2)c1 | i |
| Cn1c(=O)c2c(nc(CN3CCN(c4ccccc4F)CC3)n2CC(=O)C(C)(C)C)n(C)c1=O | i |
| CCOc1ccc(-c2ccc(=O)n(CC(=O)Nc3ccc(C(C)=O)cc3)n2)cc1 | i |
| CNC(=O)c1cccc(-c2noc(C3CN(C(=O)Cc4ccc(F)cc4)C3)n2)c1 | i |
| COc1ccc(-c2csc(NC(=O)C3CCN(S(=O)(=O)c4ccc(OC)cc4)CC3)n2)cc1 | i |
| Cc1ccc(CCCC(=O)NC2CCS(=O)(=O)C2)cc1 (stereo not given) | i |
| COC(=O)c1ccccc1NC(=O)C1CCN(c2ccc(-c3ccccc3OC)nn2)CC1 | i |
| CC(=O)Nc1ccc2nc(NC(=O)c3cc(C)nn3C(C)C)sc2c1 | i |
| COc1ccc(OC)c(C(=O)Nc2nnc(Cc3cccs3)o2)c1 | i |
| CCOc1ccccc1-n1nnnc1SCC(=O)Nc1cccc(Cl)c1 | i |
| COc1ccc(-c2csc(NC(=O)c3ccnn3C(C)C)n2)cc1OC | i |
